Assay outcomes deposited in PubChem BioAssay by Sanford-Burnham Center for Chemical Genomics.
MPTP block – permeability transition pore inhibition; isolated mouse mitochondria, Ca2+ swelling absorbance, 30 min; inhibition, % at 10 µM; 360,000 compounds, 1.4% hits; AID 602449;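 active = inhibition of 50% or more, scaled per plate between neutral and stimulator controls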;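 also: 0% = DMSO wells given calcium and 100% = 1 mM EGTA wells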
* marks the source's active call; other numbers are inactive results. An excerpt, so the mix of outcomes need not match the whole.

SMILES | MPTP block
CC(C)[C@H](N)C(=O)N[C@H]1CCC2C3CC=C4C[C@@H](O)CC[C@]4(C)C3CC[C@@]21C (stereo partly specified) | 2.3
CCOC(=O)[C@]12CCC=C1N(Cc1cccc3ccccc13)C(=O)[C@H](CC(=O)NCCCN1CCCC1=O)C2 | 1.7
O=C(OCc1cn([C@H]2CN(C(=O)c3cccs3)[C@@H](c3ccc(Cl)cc3)C[C@@H]2O)nn1)c1ccccc1 | 0.2
CC(C)CN1C(=O)CN(S(C)(=O)=O)CC1(C)C(=O)NC(C)C (stereo unspecified) | 1.4
CSc1ccc(CN2CCC(C)(Oc3ccccc3)C2)cc1 (stereo unspecified) | 1.1
C[C@@H]1CCCCO[C@H](CN(C)Cc2ccc(Cl)c(Cl)c2)[C@H](C)CN([C@@H](C)CO)C(=O)c2cc(NC(=O)Nc3ccc(F)cc3)ccc2O1 | -0.1
CC1(C(=O)Nc2ccc3c(c2)OCCO3)CN(S(C)(=O)=O)CC(=O)N1CCCN1CCOCC1 (stereo unspecified) | -1.4
COCCNC(=O)C1(C)Cc2c(-c3cccc(NC(C)=O)c3)ccnc2O1 (stereo unspecified) | 0.9
O=C(COC(=O)c1c(F)cccc1F)Nc1cccc(S(=O)(=O)N2CCCCC2)c1 | 0.3
COc1cc(N)ccc1Nc1c2ccccc2nc2ccccc12 | 4.0
Oc1ccccc1C1=NC(c2ccccc2)NC(c2ccccc2)C1 (stereo unspecified) | 0.6
COc1ccc(-c2nc3ccc(C)cn3c2Cc2ccc(C)cc2)cc1OC | -2.2
Cc1ccc2nc(C3CCCCC3)c(CC(C)(C)C)n2c1 | 1.7
CC(=O)Nc1cccc(-c2cc(NC(C)=O)c3ncc(-c4cccc(C(F)(F)F)c4)n3c2)c1 | 1.4
Cn1cc(-c2coc3c(C(=O)NCc4cccc(Cl)c4)cccc23)cn1 | 2.5
O=C(NCc1ccccc1)c1ccc(-c2ccc(F)c(F)c2)c2ccoc12 | -1.0
CC1(C(=O)NCc2ccccc2)CCC(=O)N1CCc1c[nH]c2ccccc12 (stereo unspecified) | -0.2
COc1cccc(C(O)c2nc(-c3cc(F)cc(F)c3)cs2)c1 (stereo unspecified) | 1.8
CCNC(=O)C1(C)CCN(C(=O)CCc2ccccc2)C1 (stereo unspecified) | 1.2
COc1ccc2cc(C3CC=C(CO)CN3S(=O)(=O)c3ccccc3[N+](=O)[O-])n(C(=O)OC(C)(C)C)c2c1 (stereo unspecified) | 5.0
CC(=O)Nc1cccc(-c2csc(C(C)(NC(C)=O)c3ccccc3)n2)c1 (stereo unspecified) | 0.3
COc1ccccc1CCC(=O)Nc1ccc(S(=O)(=O)Nc2ncccn2)cc1 | 0.7
O=C(COC(=O)Cc1c[nH]c2ccccc12)Nc1ccc(Cl)cc1 | -0.1
COCCn1c(=S)[nH]c2cc(C(=O)NCc3ccccc3)ccc2c1=O | -0.5
COc1ccc(C(=O)OCc2cc(=O)oc3c(C)c(C)ccc23)cc1S(=O)(=O)N1CCOCC1 | -0.7

An excerpt of these results, as labelled records.
COc1cccc(C(O)c2nc(-c3cc(F)cc(F)c3)cs2)c1 (stereo unspecified)
  MPTP block: 1.8
COc1ccc(-c2nc3ccc(C)cn3c2Cc2ccc(C)cc2)cc1OC
  MPTP block: -2.2
Oc1ccccc1C1=NC(c2ccccc2)NC(c2ccccc2)C1 (stereo unspecified)
  MPTP block: 0.6

Returning to the listing; the 7 compounds before the break are reprinted first.
SMILES | MPTP block
CCNC(=O)C1(C)CCN(C(=O)CCc2ccccc2)C1 (stereo unspecified) | 1.2
COc1ccc2cc(C3CC=C(CO)CN3S(=O)(=O)c3ccccc3[N+](=O)[O-])n(C(=O)OC(C)(C)C)c2c1 (stereo unspecified) | 5.0
CC(=O)Nc1cccc(-c2csc(C(C)(NC(C)=O)c3ccccc3)n2)c1 (stereo unspecified) | 0.3
COc1ccccc1CCC(=O)Nc1ccc(S(=O)(=O)Nc2ncccn2)cc1 | 0.7
O=C(COC(=O)Cc1c[nH]c2ccccc12)Nc1ccc(Cl)cc1 | -0.1
COCCn1c(=S)[nH]c2cc(C(=O)NCc3ccccc3)ccc2c1=O | -0.5
COc1ccc(C(=O)OCc2cc(=O)oc3c(C)c(C)ccc23)cc1S(=O)(=O)N1CCOCC1 | -0.7
O=C(NCc1ccccc1)[C@@H]1CCCN1C(=O)[C@@H]1CCCN1C(=O)c1ccc(Cl)cc1Cl | -0.2
O=C(c1ccco1)N1CCC2CC1c1c(Cl)cccc12 (stereo unspecified) | -1.8
COc1ccccc1-c1cnc(C(O)c2cccc(C)c2C)[nH]1 (stereo unspecified) | 1.0
COc1ccc(CN2C(=O)CCC2(C)c2nnnn2Cc2ccccc2)cc1OC (stereo unspecified) | 0.7
COc1ccc(CNC(=O)/C=C/[C@H]2O[C@@H](n3cc(C)c(=O)[nH]c3=O)C[C@@H]2O)cc1 | -1.2
Cc1cc2nc(-c3nnnn3C3CCCCC3)c(=O)[nH]c2cc1C | -0.1
CCc1ccc(N2C=C(C(=O)OC)C(c3cccc4ccccc34)C(C#N)=C2N)cc1 (stereo unspecified) | 1.2
CC(=O)NC(c1ccco1)c1cc(Cl)c2cccnc2c1O (stereo unspecified) | -4.9
CCOC(=O)C1(C)CCCN(C(=O)c2ccc3c(c2)OCO3)C1 (stereo unspecified) | -0.4
OC(c1ccccc1)c1nc(-c2ccccc2)cs1 (stereo unspecified) | 1.0
C=CCNc1ncnc2c1ncn2[C@H]1CN(C2CCCC2)C[C@@H](CO)O1 | 0.2
NC(c1csc(Nc2cc(Oc3ccccc3)ncn2)n1)C1CCCCC1 (stereo unspecified) | 4.9
C[C@H]1COc2cccc(N3CCN(Cc4ccccc4F)CC3)c2S(=O)(=O)N1 | 0.7
Cc1ccc(S(=O)(=O)N2C3CC(c4ccccc4)N(S(=O)(=O)c4ccccc4Cl)CC3C(=O)C[C@H]2c2ccccc2)cc1 (stereo partly specified) | 0.4
OCCN1CCN(c2ncnc3c2ncn3[C@H]2CN(Cc3ccco3)C[C@@H](CO)O2)CC1 | -0.5
CC(=O)NC(C)(c1ccccc1)c1nc(-c2cc(F)cc(F)c2)cs1 (stereo unspecified) | 1.5
CN(C)c1ccc(CC(=O)N2CCCC(c3cc(C(=O)Nc4ccc5c(c4)OCO5)no3)C2)cc1 (stereo unspecified) | 0.1
CCCc1nc2ccc(C(=O)OC)cn2c1Cc1cccc(F)c1 | -0.1
CC(OCC(O)CN1CCN(S(=O)(=O)c2ccc(Cl)cc2)CC1)c1ccc(Cl)cc1 (stereo unspecified) | 1.8
Cc1nccn1CCC(=O)NC1CCCc2c1cnn2-c1ccc(C(C)(C)C)cc1 (stereo unspecified) | -0.3
CC1(C(=O)NS(=O)(=O)C2CC2)CCN(C(=O)C2(c3ccc(Cl)cc3)CCCC2)C1 (stereo unspecified) | -2.4
CN(C(=O)CCN1C(=O)/C(=C/c2ccc(F)cc2)SC1=S)C1CCS(=O)(=O)C1 (stereo unspecified) | 6.5
CCOC(=O)[C@]12CCCC=C1N(Cc1ccccc1)C(=O)[C@H](CC(=O)NCCCOC)C2 | -0.6
CSc1nsc(NN)n1 | -0.8
COc1cccc(S(=O)(=O)N(C)C[C@@H]2OCc3cn(nn3)CCCC(=O)N([C@H](C)CO)C[C@H]2C)c1 | -1.2
Other entries follow.
SMILES | MPTP block
CC(=O)Nc1cccc(NS(=O)(=O)c2ccc3c(c2)CCC(=O)N3)c1 | -0.4
Cc1ccc(N2CCN(C(C(=O)Nc3c(C)cccc3C)c3ccccc3OC(F)(F)F)CC2)cc1 (stereo unspecified) | 1.4
Cc1ccc(S(=O)(=O)C[C@@H]2OC[C@H](C(C)C)N2S(=O)(=O)c2ccc(C)cc2)cc1 | 9.6
COCCNC(=S)N1CCC(C(=O)c2ccc(Cl)cc2)CC1 | 1.4
CCOC(=O)[C@]12CCC=C1N(CCC1=CCCCC1)C(=O)[C@H](CC(=O)NCCc1ccccc1OC)C2 | 0.4
CC1CCCN(S(=O)(=O)c2cccc(C(=O)NCCCN3CCCC3=O)c2)C1 (stereo unspecified) | -0.7
CCNC(=O)C1(C)CCCN1Cc1c(F)cccc1F (stereo unspecified) | 0.2
COc1ccc(F)cc1-c1cc(C(=O)NCc2ccc(F)cc2)[nH]n1 | 0.5
Cc1cc(C)cc(Cn2cc(CN3CC(N4CCN(CCN(C)C)CC4)CS3(=O)=O)nn2)c1 (stereo unspecified) | -1.2
CC1=C(C(=O)N(C)C)CC(CC(=O)NCCc2ccccn2)C(=O)N1Cc1ccc(F)cc1 (stereo unspecified) | 0.4
CO[C@H]1CN(C)C(=O)c2cc(NC(=O)C3CCCC3)ccc2OC[C@@H](C)NC[C@H]1C | 1.0
Cc1ccc(OCC(=O)NNC(=O)c2ccc(F)c(S(=O)(=O)N3CCOCC3)c2)cc1C | -0.9
C[C@@H](CO)NC(=O)[C@H]1O[C@@H](n2cnc3c(N)ncnc32)[C@H](O)[C@@H]1O | -1.2
CCOC(=O)N1CCN(C(c2ccnc3ccccc23)c2nnnn2-c2c(C)cccc2C)CC1 (stereo unspecified) | -0.5
CC(=O)Nc1ccc(CN2C(=O)C(Cc3ccccc3)ON=C2c2cccc(F)c2)cc1 (stereo unspecified) | -1.8
Cc1ccc(S(=O)(=O)N2CCCCC2)cc1NCC(=O)Nc1ccc(Br)cc1F | 66*
COc1ccccc1Cc1c(-c2ccc(Cl)cc2)nc2c3ccccc3ccn12 | 2.5
Cc1ccc(C)c(OCc2cc(C(=O)N3CCN(C4CCCCC4)CC3)no2)c1 | 3.2
O=C(Nc1c(-c2ccccc2)[nH][nH]c1=O)c1ccc2c(c1)OCO2 | -0.6
CCCNC(=O)C1(C)CCCN(C(=O)c2ccccc2F)C1 (stereo unspecified) | -2.7
COc1ccc(CN2C(=O)c3ccccc3C2=O)cc1C(=O)N(C)CC(=O)Nc1ccc(C)cc1 | 0.4
COc1ccc(-c2cc(C(F)(F)F)n3nc(C(N)=O)cc3n2)cc1 | 0.5
COc1ccc(OC)c(CN2C(=O)CN(S(C)(=O)=O)CC2(C)C(=O)NC(C)C)c1 (stereo unspecified) | -1.6
CSc1ncccc1C(=O)NNC(=O)c1csc(N2CCOCC2)n1 | -1.1
COc1ccc(S(=O)(=O)N=N/C=C2\C=CC=CN2O)cc1OC | 0.2
More entries:
SMILES | MPTP block
CCc1nc2c(OCc3c(C)noc3C)cccn2c1N(C=O)Cc1ccc(OC)cc1 | -2.1
CCOC(=O)C1=CCN(S(=O)(=O)c2ccccc2C)C1c1cccc(Br)c1 (stereo unspecified) | 0.8
NS(=O)(=O)c1ccc(CCNC(=O)c2cccc(S(=O)(=O)N3CCc4ccccc43)c2)cc1 | 0.3
CCCCn1c(N)c(N(C)C(=O)CCCn2c(=O)oc3ccccc32)c(=O)[nH]c1=O | -0.6
CCCCC(=O)N(C)c1c(CC)nc2c(OCCOC)cccn12 | -0.7
N#Cc1cccc(NC(=O)c2cc(C3CCCCN3C(=O)c3ccccn3)on2)c1 (stereo unspecified) | -0.1
Cc1ccsc1CN(C)CC(=O)N(C)CC(=O)Nc1c(Cl)cccc1Cl | -1.1
Cc1ccc(C(c2c(NC(=O)c3ccco3)sc(C)c2C)N2CCOCC2)cc1 (stereo unspecified) | 0.2
OC[C@@H]1CN(Cc2ccc3c(c2)OCO3)C[C@H](n2cnc3c(NCc4ccncc4)ncnc32)O1 | 0.7
Cc1cc(C)c2c(CN(Cc3ccccc3)Cc3ccccc3)cc(=O)oc2c1 | 1.1
Cc1c(Cl)cnc(NC(=O)COC(=O)c2cccc(S(=O)(=O)N3CCOCC3)c2)c1Cl | -0.6
COc1ccc(C2CC(=O)Nc3cc(OC)c(OC)cc32)cc1 (stereo unspecified) | -2.0
CSc1ncnc2c1ncn2CCCN1CCN(C(=O)C2CC2)CC1 | -1.1
COc1cccc(CNC(=O)[C@@H]2CCCN2C(=O)[C@@H]2CCCN2C(=O)c2cccc(Cl)c2)c1 | 0.8
CS(=O)(=O)N1CCCCC1c1cc(C(=O)NCc2ccc(Cl)c(Cl)c2)no1 (stereo unspecified) | 0.9
Cc1ccc(N(CC(=O)NC(C)C)C(=O)CCC(=O)Nc2ccccn2)c(C)c1 | -0.8
COC(=O)c1ccc2nc(C3CCCCC3)c(CC(C)(C)C)n2c1 | 2.9
COc1ccccc1CNc1nc(NCc2ccccc2F)c2sccc2n1 | 101*
COc1ccccc1S(=O)(=O)N(C)C[C@H]1OCc2cnnn2CCCC(=O)N([C@H](C)CO)C[C@@H]1C | -0.9
COc1ccc(-c2coc3c(C(=O)NCC4CCOCC4)cccc23)c(C)c1 | 6.2
NC(COCc1ccccc1)c1csc(Nc2ccc(C(=O)c3ccccc3)cc2)n1 (stereo unspecified) | 17
CCCS(=O)(=O)NC(=O)C1(C)CCCN(C(=O)c2c(OC)cccc2OC)C1 (stereo unspecified) | -1.8
COCCNC(=O)c1cccc2c(-c3cnn(C)c3)coc12 | 0.1
Cn1c(N)c(C(=O)N2CCN(c3ccccc3)CC2)c(=O)n(C)c1=O | -0.6
C[C@@H]1CN([C@H](C)CO)C(=O)c2cc(Br)cnc2O[C@H]1CN(C)C(=O)CC1CC1 | 0.4
New compounds follow
SMILES | MPTP block
CC(=O)N1CCN(C(C(=O)Nc2c(C)cccc2C)c2ccccc2OC(F)(F)F)CC1 (stereo unspecified) | -1.2
c1ccc2c(C(c3nnnn3-c3ccc4c(c3)OCCO4)N3CCCC3)ccnc2c1 (stereo unspecified) | -0.7
CCc1nc2ccc(C(=O)NCCN3CCNC3=O)cn2c1N(CC)CCOC | -1.3
COCCNc1nc(NCCOc2ccccc2Cl)c2sc(-c3ccccc3)cc2n1 | 6.4
Nc1[nH]c(C(=O)c2ccccc2)c(-c2ccccc2Br)c1C(=O)NCCc1ccc(Cl)cc1Cl | 1.0
CCCS(=O)(=O)NC(=O)C1(C)CCN(C(=O)c2ccc(SC(F)(F)F)cc2)C1 (stereo unspecified) | -0.8
COc1ccc(C(C)(NC(C)=O)c2nc(-c3ccccc3OC)cs2)cc1 (stereo unspecified) | 0.1
